Screens from PubChem BioAssay.
PfHsp40 yeast: rescue of PfHsp40-mediated yeast toxicity; growth rescue, % at 12.5 µM; S. cerevisiae expressing PfHsp40, growth rescue, ATP luminescence; 0.68% of 340,000 active; in the data active means growth rescue above about 28%, passing the limit was not always enough; inconclusive means no clear call, values can overlap the other calls;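 further: yeast W303a lacking pdr1 and pdr3 grown in galactose medium; growth measured after three days at 30 °C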
FadD28 binding: inhibitors of Mycobacterium tuberculosis FadD28 bisubstrate binding. FadD28 bisubstrate probe binding, fluorescence polarization. inhibition, % at 12.5 µM. 0.22% of 360,000 active. AID 588549; in the data active means inhibition above about 8.5%, passing the limit was not always enough; inconclusive means no clear call, values can overlap the other calls
BioA inh: blocks M. tuberculosis BioA enzyme activity; purified M. tuberculosis BioA enzyme, plate reader; inhibition, % at 9.99 µM; 0.096% of 360,000 active; AID 602481; in the data active means inhibition above about 40%; inconclusive means no clear call, values can overlap the other calls
FBA Mtb inh: inhibits M. tuberculosis FBA enzyme. P9WQA3. purified M. tuberculosis FBA, fluorescence read-out. inhibition, % at 1 µM. 2.3% of 360,000 active; in the data active means inhibition above about 27%;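 further: 0% = vehicle and 100% = reference inhibitor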
Anthrax LF inh2: anthrax lethal factor protease inhibition; inhibition, % at 10 µM; P15917; multiplex microsphere protease cleavage assay, LF; 0.12% of 360,000 active; further: plate controls were buffer without enzyme for full effect and enzyme alone for no effect
Target sequence (P15917 whole entry, looked up): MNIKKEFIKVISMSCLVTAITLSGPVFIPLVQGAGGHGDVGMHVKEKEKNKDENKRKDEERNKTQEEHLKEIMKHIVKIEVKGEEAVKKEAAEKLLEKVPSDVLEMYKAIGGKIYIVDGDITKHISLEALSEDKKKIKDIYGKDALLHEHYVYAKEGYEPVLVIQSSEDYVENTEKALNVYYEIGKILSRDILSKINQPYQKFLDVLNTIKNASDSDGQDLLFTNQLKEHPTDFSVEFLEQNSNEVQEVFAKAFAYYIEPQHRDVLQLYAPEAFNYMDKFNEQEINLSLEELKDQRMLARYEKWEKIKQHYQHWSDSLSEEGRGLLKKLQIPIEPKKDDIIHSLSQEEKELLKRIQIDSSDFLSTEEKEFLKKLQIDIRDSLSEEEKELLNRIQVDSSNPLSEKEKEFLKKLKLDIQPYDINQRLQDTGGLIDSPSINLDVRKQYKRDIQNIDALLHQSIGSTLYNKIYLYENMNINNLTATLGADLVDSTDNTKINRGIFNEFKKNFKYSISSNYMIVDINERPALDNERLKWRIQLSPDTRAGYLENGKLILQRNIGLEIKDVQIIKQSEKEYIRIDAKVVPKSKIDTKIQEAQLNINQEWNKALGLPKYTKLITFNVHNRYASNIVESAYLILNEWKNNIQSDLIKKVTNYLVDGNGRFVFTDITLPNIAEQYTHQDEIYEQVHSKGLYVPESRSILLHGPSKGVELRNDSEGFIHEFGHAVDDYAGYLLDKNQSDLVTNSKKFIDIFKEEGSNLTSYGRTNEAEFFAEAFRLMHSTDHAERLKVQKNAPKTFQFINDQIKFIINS
UGM FP inh: blocks M. tuberculosis UGM enzyme; P9WIQ1; 0.06% of 320,000 active; inhibition, % at 10 µM; AID 504406; purified UGM, fluorescence polarization probe displacement; in the data active means inhibition above about 10%, passing the limit was not always enough; inconclusive means no clear call, values can overlap the other calls
BoNT A protease: inhibitors of Botulinum neurotoxin A light chain protease; multiplex microsphere protease substrate cleavage, flow cytometry; inhibition, % at 10 µM; 0.17% of 360,000 active; AID 588499; further: plate controls were buffer without enzyme for full effect and enzyme alone for no effect
GDH-TPI inh: GDH-TPI coupled enzyme inhibition counter-screen | GDH-TPI coupled enzyme counterscreen, NADH absorbance | AID 588335 | 1.2% of 360,000 active | inhibition, % at 4.8 µM; in the data active means inhibition above about 30%;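 further: 0% = DMSO wells and 100% = wells lacking the enzyme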
BoNT-F LC inh: blocks Botulinum neurotoxin F light chain protease; Multiplex microsphere protease cleavage assay, flow cytometry; inhibition, % at 10 µM; 0.22% of 360,000 active; AID 588497; in the data active means inhibition above about 35%, passing the limit was not always enough; inconclusive means no clear call, values can overlap the other calls; further: plate controls were buffer without enzyme for full effect and enzyme alone for no effect
Starred values were filed as active, the others as inactive; ? = inconclusive; . = no result given. Unless noted, no stated cut-off is given here; in the data, active means inhibition above about 30%; inconclusive means no clear call, values can overlap the other calls; inactive means below that. The order is random. Share with any hit: about 4.7%.

SMILES	PfHsp40 yeast	FadD28 binding	BioA inh	FBA Mtb inh	Anthrax LF inh2	UGM FP inh	BoNT A protease	GDH-TPI inh	BoNT-F LC inh
C[C@H](NS(=O)(=O)c1ccccc1)C(=O)N1CCN(C(c2ccccc2)c2ccccc2)CC1	0.7	.	-0.6	1	-2	-1.2	0.1	2	-9
NC(=O)c1ccc[n+](CC(=O)c2ccccc2)c1	.	0.7	2.2	0	-5	2.4	-0.1	13	-5
COc1ccc(C(C)NC(=O)CC23CC4CC(CC(C4)C2)C3)cc1 (configuration not stated)	1.4	-1.5	0.7	-1	8	0.9	-0.9	3	24
CCCCOc1cccc(C2C(C(=O)c3cccs3)=C(O)C(=O)N2Cc2cccnc2)c1 (configuration not stated)	-0.8	-1.6	.	4	0	3.0	-0.5	13	3
O=C(C[n+]1ccc(C(=O)NCc2ccccc2)cc1)c1ccc(Cl)cc1	2.2	0.5	-0.7	5	-2	-0.9	1.8	-13	5
O=C(Nc1ccc2c(c1)OCO2)C1CCN(C(=O)c2cccs2)CC1	-0.1	-1.6	-0.4	1	1	.	-0.3	9	-11
Cc1nnc(NNS(=O)(=O)c2ccc(Cl)cc2)[nH]c1=O	0.8	-1.5	.	4	-8	-0.9	-0.4	3	-3
N#CCCN(C(=O)COC(=O)/C=C/c1cccs1)c1ccccc1	-0.7	-3.5	-1.5	-3	6	-3.3	0.3	12	5
CC(=O)Oc1ccc(N2C(=O)C3C(C2=O)C(C(=O)c2ccc(Cl)cc2)N2CCCC32)cc1 (configuration not stated)	-0.3	-1.8	.	-3	-1	0.0	-0.1	3	?
O=C(c1ccc(-c2ccccc2)cc1)c1ccccc1C(=O)N1CCOCC1	0.6	-2.3	1.0	2	-2	-1.9	1.5	4	4
Cc1sc2nc(SC3CCOC3=O)n(Cc3ccccc3)c(=O)c2c1C (configuration not stated)	-0.8	-3.1	.	-1	-2	1.4	0.3	2	-1
CC12CCC(=O)N1C(C(=O)N1CCN(S(=O)(=O)c3cccc(Cl)c3)CC1)CS2 (configuration not stated)	-0.6	-3.7	.	1	-4	0.8	-1.4	-6	0
Cc1cccc(C(=O)NCC(=O)Nc2ccc(S(=O)(=O)Nc3nc(C)cc(C)n3)cc2)c1	-0.5	-4.7	.	2	-2	1.4	0.4	-1	-2
CNC(=O)c1cc2cc(OC)ccc2oc1=N	1.1	0.5	-0.2	54*	-3	1.1	1.0	6	7
Cc1ccc(NC(=O)CSc2nc3cc(C(=O)NCC4CCCO4)ccc3c(=O)n2CC2CCCO2)cc1 (configuration not stated)	.	-0.3	-2.2	3	-8	.	-0.1	8	-1
Cc1nn(CC(=O)NCCN2CCOCC2)c(C)c1[N+](=O)[O-]	0.7	-0.3	-0.7	0	-8	0.7	1.1	-2	-4
Cc1csc(SCC(=O)NCc2ccccc2)n1	-3.8	0.5	.	-3	2	1.5	-1.1	2	-2
CC(C)c1ccc(NC2CCCN(C(=O)c3ccnn3C)C2)cc1 (configuration not stated)	-0.9	-0.2	-1.5	-1	-2	1.6	-2.3	-1	-7
O=C1C2C3C=CC(C3)C2C(=O)N1Nc1ccccc1 (configuration not stated)	0.6	-0.6	.	3	-9	-0.4	0.1	-2	7
Cc1ccc(S(=O)(=O)NC(=O)C2(C)CCN2C(=O)Cc2ccc(C(C)(C)C)cc2)cc1 (configuration not stated)	.	-1.5	-0.4	-1	-1	.	-0.1	10	2
O=C(Nc1cccc(F)c1)C1CCN(C(=O)Cc2ccccc2)CC1	0.7	-0.1	19	2	-4	-0.4	-0.6	5	3
CCCCN(N=Nc1nonc1OC)c1nonc1OC	1.4	-1.2	-4.8	-2	1	0.9	0.2	5	2
Cc1cc(C)c(NC(=O)Cn2nnc(C(=O)NCc3ccco3)c2N)c(C)c1	0.3	-1.9	.	7	-9	2.8	0.6	33*	0
O=c1c2ccccc2nc(N2CCN(c3ccccc3)CC2)n1Cc1ccccc1	0.7	-0.4	0.2	5	-11	3.8	0.0	10	-5
O=C(N[C@@H](Cc1ccccc1)C(=O)NCc1ccc(F)cc1)C1CCNCC1	-0.4	-1.5	-2.9	3	2	-0.5	-1.0	0	-6
(more compounds)
SMILES	PfHsp40 yeast	FadD28 binding	BioA inh	FBA Mtb inh	Anthrax LF inh2	UGM FP inh	BoNT A protease	GDH-TPI inh	BoNT-F LC inh
O=C(CCOc1ccccc1F)N1CCN(c2ccccc2O)CC1	1.4	-2.9	.	3	0	-1.1	0.0	4	2
O=C1CCC[C@@H]2C[C@@]3(C[C@@H]4CCN1[C@H]24)Nc1cc([N+](=O)[O-])ccc1NC3=NC1CCCCC1	-0.2	0.7	-2.0	-5	-1	.	0.0	18	2
Cc1ccc(-c2csc(C(C#N)=C3CCCC3)n2)cc1	-1.7	0.5	-0.1	5	-1	-1.0	-0.7	4	-4
COc1ccc(-c2noc(N3CCC(C(=O)Nc4ccc(OC)cc4OC)CC3)n2)cc1	1.0	-1.6	-0.4	4	-2	1.3	-0.1	3	-13
CCN(C(=O)COC(=O)CSc1ccc(F)cc1)c1c(N)n(Cc2ccccc2)c(=O)[nH]c1=O	-1.3	.	-1.4	0	0	-0.5	-1.9	-3	-10
CCN1C(=O)c2ccccc2Sc2ccc(C(=O)N3CCC4(CC3)OCCO4)cc21	2.0	0.4	0.2	0	4	-0.5	0.9	14	6
COc1ccc(N2CC(C(=O)Nc3nnc(SCC(=O)N4CCCC4)s3)CC2=O)cc1 (configuration not stated)	0.0	-1.6	-1.6	0	2	-2.3	1.0	1	-2
COc1cccc(/C(O)=C2/C(=O)C(=O)N(Cc3ccco3)C2c2ccncc2)c1 (configuration not stated)	1.1	-2.5	-1.8	-1	1	2.1	0.7	16	-8
Cc1sc(NC(=O)C2C3CCC(O3)C2C(=O)O)nc1-c1ccc(CC(C)C)cc1 (configuration not stated)	?	-3.1	.	-2	1	-2.7	-1.1	8	-6
O=C(Nc1nnc(SCC(=O)N2CCCC2)s1)C1CC(=O)N(c2ccc(F)cc2)C1 (configuration not stated)	0.6	1.9	-2.7	8	1	-0.9	5.2	-3	1
NC(=O)COC(=O)c1cccc(NS(=O)(=O)/C=C/c2ccccc2)c1	0.1	-0.8	2.5	1	-4	0.9	-0.3	7	-3
Nc1nnc(SCc2nc3scc(-c4ccccc4)c3c(=O)[nH]2)s1	-0.9	-0.9	.	-3	-4	1.2	-1.2	9	-5
CC(C)(C)c1ccc(CNC(=O)c2ccc3c(c2)NC(=O)CO3)cc1	0.8	-1.9	.	3	-3	0.1	-0.4	-7	1
COCC(C)n1c(COc2ccccc2F)nnc1SCc1c(C)noc1C (configuration not stated)	-0.1	-0.6	2.4	-3	-4	0.0	0.8	-1	8
CC(=O)Nc1nc(C)c(S(N)(=O)=O)s1	0.7	-0.5	0.6	2	4	-0.3	1.1	7	4
O=C(c1c(Cl)cccc1Cl)N1CCCCCC1	-2.0	-3.9	-0.3	-7	-3	-5.6	0.7	-9	?
CCCNC(=O)c1cc(Cl)c(NC(=O)C2=C(C)OCCS2)cc1OC	-2.3	0.9	.	0	0	0.5	-2.1	7	-19
O=C1c2ccccc2C(=O)N1CCCCSc1nnc2c(Cl)cc(Cl)cn12	-2.3	-2.0	6.5	1	-5	1.3	1.6	1	-13
N/C(CC(=O)Nc1ccc(F)cc1)=N\O	-0.9	0.9	-1.5	-1	-5	1.0	0.0	6	-2
CC(C)C(=O)N1CCN(c2ccccc2NC(=O)c2ccc(Br)o2)CC1	0.4	-2.2	1.3	-2	-1	4.2	0.9	1	-13
COc1cccc(CNC(=O)c2ccc(F)c(S(=O)(=O)N3CCCCC3)c2)c1	.	-2.1	1.2	2	6	.	-0.4	10	-2
CN1CCN(C(=O)C2=C[C@@H](c3ccc(C(F)(F)F)cc3)C[C@@H](OCCCCO)O2)CC1	-1.1	-3.4	-1.2	1	4	-1.4	0.4	1	0
COc1ccc(C(=O)NCC(=O)O)cc1	2.0	-1.3	-1.5	-1	-4	0.8	-2.2	15	-8
CCN(CC)S(=O)(=O)c1cccc(C(=O)NCCCn2ccnc2)c1	0.0	-1.0	.	0	-7	-1.4	0.4	0	3
Cn1c(=O)[nH]c(=O)c2c1nc(Br)n2C/C=N/Nc1ccccc1	1.5	1.3	2.3	1	6	-0.6	-0.7	1	-4

Two records picked at random from those above, as already listed:
SMILES	PfHsp40 yeast	FadD28 binding	BioA inh	FBA Mtb inh	Anthrax LF inh2	UGM FP inh	BoNT A protease	GDH-TPI inh	BoNT-F LC inh
O=C(c1c(Cl)cccc1Cl)N1CCCCCC1	-2.0	-3.9	-0.3	-7	-3	-5.6	0.7	-9	?
CCCNC(=O)c1cc(Cl)c(NC(=O)C2=C(C)OCCS2)cc1OC	-2.3	0.9	.	0	0	0.5	-2.1	7	-19

3 structures from above, sorted by formula weight, ascending.
SMILES	PfHsp40 yeast	FadD28 binding	BioA inh	FBA Mtb inh	Anthrax LF inh2	UGM FP inh	BoNT A protease	GDH-TPI inh	BoNT-F LC inh
O=C1c2ccccc2C(=O)N1CCCCSc1nnc2c(Cl)cc(Cl)cn12	-2.3	-2.0	6.5	1	-5	1.3	1.6	1	-13
COc1ccc(-c2noc(N3CCC(C(=O)Nc4ccc(OC)cc4OC)CC3)n2)cc1	1.0	-1.6	-0.4	4	-2	1.3	-0.1	3	-13
O=C1CCC[C@@H]2C[C@@]3(C[C@@H]4CCN1[C@H]24)Nc1cc([N+](=O)[O-])ccc1NC3=NC1CCCCC1	-0.2	0.7	-2.0	-5	-1	.	0.0	18	2

Remaining list, next part.
SMILES	PfHsp40 yeast	FadD28 binding	BioA inh	FBA Mtb inh	Anthrax LF inh2	UGM FP inh	BoNT A protease	GDH-TPI inh	BoNT-F LC inh
O=C(NC1CCN(C(=S)Nc2ccc(F)cc2)CC1)C1CCCCC1	-0.3	0.2	0.1	2	1	-2.7	-1.0	3	-2
Cc1cccc(Nc2ccc(NCc3ccccc3)nn2)c1	-0.2	-2.7	0.9	3	-5	1.3	-0.3	2	2
O=[N+]([O-])c1ccc(-c2cn3c(n2)SCC3)cc1	.	-0.4	-2.5	1	.	-0.6	.	37*	.
Cc1cc(-c2ccc(Cl)cc2)n2ncnc2n1	.	-1.5	0.5	28*	-4	3.2	0.0	10	-7
CCc1ccc(NC(=O)CSc2nnc(-c3ccco3)o2)cc1	1.2	-1.8	-2.0	0	-1	-0.5	0.7	4	10
CC(=O)N1CCCc2cc(S(=O)(=O)N(C)Cc3ccccc3)ccc21	1.5	0.4	2.3	4	5	-2.0	-1.6	-4	-20
COc1ccc2[nH]c(C(=O)Nc3ccc(F)cc3Br)cc2c1	-0.2	-1.9	0.0	6	-5	-0.4	5.8	32*	?
CC(=O)Nc1ccc(S(=O)(=O)N(C)c2ccc(OCCOc3ccccc3F)cc2)cc1	-0.2	-0.7	-5.6	1	-2	0.2	-3.2	7	-7
O=S(=O)(Nc1nc2ccccc2nc1Nc1cccc(S(=O)(=O)N2CCCCC2)c1)c1ccccc1	-0.7	?	5.9	11	-4	-0.1	0.4	16	0
Cc1ccc(S(=O)(=O)Nc2ccccc2N=Cc2ccc([N+](=O)[O-])cc2[N+](=O)[O-])cc1	0.1	-0.8	.	1	2	.	-0.8	12	-9
CC(C)C(=O)Nc1nnc(CSCc2ccccc2F)s1	0.3	-3.0	.	-4	-1	2.1	-0.7	-13	-2
COc1ccc(/C=C/C2=NNC(=O)CC2)cc1	-0.8	-1.6	.	0	0	3.8	-0.6	27	-3
COc1ccc(-n2cc(CNCC3CC(=O)N(C4CC4)C3)c(-c3ccccc3Cl)n2)cc1 (configuration not stated)	0.8	-2.4	.	0	-5	-3.6	-0.7	-4	-16
COc1ccc2c(c1)CCc1c-2n[nH]c1C(=O)O	-1.6	1.1	-1.5	15	-4	-2.5	0.5	10	-2
O=C(CCCOc1ccccc1)N1CCc2ccccc2C1	0.3	-1.6	9.0	-1	0	-0.1	-0.4	-5	0
CC(C)C(C(=O)NC(C)(C)C)N(CCN1CCOCC1)C(=O)CNS(=O)(=O)c1ccccc1 (configuration not stated)	-1.6	0.1	-0.5	1	2	0.6	-1.1	-2	1
CCCNC(=O)c1[nH]c(C)c(C(C)=O)c1C	0.1	-3.6	1.6	1	0	-2.3	0.2	-5	6
COc1ccc2c(c1)CCC(C)N2S(=O)(=O)c1ccc(C2CNC(=O)C2)cc1 (configuration not stated)	-1.4	-1.2	.	-2	0	-0.6	-0.3	0	-7
